Bioassay records: PubChem BioAssay, several laboratories
G6PDH CS: L. mesenteroides G6PDH inhibition counter-screen; inhibition, % at 5 µM; 200,000 compounds, 0.12% hits; AID 1020; Purified L. mesenteroides G6PDH, diaphorase/resazurin coupled fluorescence, 45 min; in the data active = inhibition above about 50%
TLR4-MyD88 BLA: blocks binding of human TLR4 to MyD88 | O00206+Q99836 | HeLa CL3-4 TLR4/MyD88 BLA complementation, FRET ratio | inhibition, % at 8.4 µM | 200,000 compounds, 0.18% hits | AID 861; in the data active = inhibition above about 25%;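 also: 0% = vehicle and 100% = reference inhibitor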
Target sequence (O00206 whole entry, looked up): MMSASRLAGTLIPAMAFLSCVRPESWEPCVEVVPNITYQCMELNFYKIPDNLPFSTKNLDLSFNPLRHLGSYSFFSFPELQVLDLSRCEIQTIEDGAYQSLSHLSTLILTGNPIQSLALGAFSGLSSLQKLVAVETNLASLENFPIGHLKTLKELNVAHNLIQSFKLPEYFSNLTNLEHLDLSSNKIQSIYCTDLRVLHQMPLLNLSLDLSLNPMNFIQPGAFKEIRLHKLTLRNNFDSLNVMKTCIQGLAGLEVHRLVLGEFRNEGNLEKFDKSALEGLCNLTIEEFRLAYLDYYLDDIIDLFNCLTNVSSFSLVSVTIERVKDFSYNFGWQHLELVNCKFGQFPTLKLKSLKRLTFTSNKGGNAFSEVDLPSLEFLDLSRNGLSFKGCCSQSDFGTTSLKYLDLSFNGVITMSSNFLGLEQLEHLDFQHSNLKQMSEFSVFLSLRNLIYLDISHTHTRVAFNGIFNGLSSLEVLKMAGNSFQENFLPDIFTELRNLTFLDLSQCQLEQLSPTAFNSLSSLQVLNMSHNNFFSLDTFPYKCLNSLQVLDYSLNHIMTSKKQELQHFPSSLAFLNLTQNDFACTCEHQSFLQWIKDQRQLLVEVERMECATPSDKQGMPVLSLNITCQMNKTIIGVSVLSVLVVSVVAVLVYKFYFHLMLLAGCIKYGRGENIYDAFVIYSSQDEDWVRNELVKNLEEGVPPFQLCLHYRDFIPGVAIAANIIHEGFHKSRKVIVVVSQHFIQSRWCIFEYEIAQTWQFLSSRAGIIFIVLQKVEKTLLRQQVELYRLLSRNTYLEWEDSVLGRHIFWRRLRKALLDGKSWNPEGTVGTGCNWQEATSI
Target sequence (Q99836 whole entry, looked up): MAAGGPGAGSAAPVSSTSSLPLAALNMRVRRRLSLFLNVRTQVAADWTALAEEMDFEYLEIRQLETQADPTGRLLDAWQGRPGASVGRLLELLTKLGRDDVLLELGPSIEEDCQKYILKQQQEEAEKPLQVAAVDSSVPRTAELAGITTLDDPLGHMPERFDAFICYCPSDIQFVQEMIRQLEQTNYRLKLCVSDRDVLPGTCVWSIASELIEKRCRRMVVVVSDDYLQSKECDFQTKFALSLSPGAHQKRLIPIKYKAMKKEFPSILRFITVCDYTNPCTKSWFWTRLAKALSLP
STAT3 activator: activators of IL-6 induced STAT3 signaling; U3A cells, IL-6 STAT3-luciferase reporter, luminescence; 100% = signal with IL-6 EC80 alone; 190,000 compounds, 0.91% hits; activation (% of control), % at 5.6 µM;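 active = activation above the screen-wide mean of compound activation plus 3 SD, cut at about 130% in these data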;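 also: 0% = background luminescence of wells with medium and substrate only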
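Material: STAT3-luciferase reporter U3A cells. Controls: IL-6-treated wells, 100% activation. Read-out: % activation versus median of IL-6-stimulated wells. Probe or stimulus: IL-6 stimulus at 33 ng/mL final. Timing: compound 1 h, then IL-6 6 h at 37 °C. Signal: reporter luminescence signal.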
Hsp70 activator: Hsp70 transcriptional activation, primary screen; HeLa Hsp70 promoter luciferase reporter, luminescence; scaled: vehicle 0, proteasome-inhibitor control 100%; activation, % at 10 µM; 200,000 compounds, 0.04% hits; AID 1203;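 active = activation above the mean across all tested compounds plus 3 SD, cutoff set per campaign, cut at about 5.5% in these data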;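 also: 100% = MG132 at 30 µM as the positive control and 0% = DMSO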
APP transl inh: APP translation inhibition | SH-SY5Y APP 5'UTR-luciferase reporter, luminescence | inhibition, % at 2 µM | 190,000 compounds, 0.82% hits | AID 1285;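 active = inhibition above a set limit, derived from the sample mean plus 3 SD, cut at about 45% in these data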; also: values of inactives mirror those of a sister screen read the other way
STAT3 inh: inhibitors of IL-6 induced STAT3 signaling; U3A cells, IL-6 STAT3-luciferase reporter, luminescence; host cell line lacks STAT1; inhibition, % at 5.5 µM; 190,000 compounds, 0.89% hits;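 active = inhibition above the mean inhibition across all screened compounds plus 3 SD, cut at about 44% in these data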;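 also: 0% = DMSO only wells and 100% = 100 µM nifuroxazide control wells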
STAT1 activator: increases IFN-gamma driven STAT1 reporter signal. activation (% of control), % at 5.5 µM. NIH 3T3 STAT1-luciferase reporter, luminescence; 100% = IFN-gamma alone, no compound. 200,000 compounds, 2.6% hits. AID 932;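 active = activation above the screen-wide mean activation plus 3 SD, cut at about 130% in these data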;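 also: raw ratio to IFN-gamma control signal so 100% means no change and 0% no light; values of inactives mirror those of a sister screen read the other way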
Diaphorase inh: inhibits diaphorase or chemically oxidizes, flagging diaphorase assay artifacts | diaphorase resazurin-to-resorufin fluorescence, NADH, 16 min; bacterial (C. kluyveri) enzyme, not human | inhibition, % at 20 µM | 190,000 compounds, 0.69% hits | AID 1217;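 active = primary screen inhibition at 20 µM above a set limit, cut at about 50% in these data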;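 also: plate controls were DMSO with full reaction for no effect and wells lacking NADH for full effect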
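Assay system – diaphorase enzyme from Clostridium kluyveri · Amount – diaphorase 0.14 U/mL (working solution) · Times – reaction incubation of 16 min at room temperature · Controls – No-NADH positive control and DMSO neutral control · Signal – resorufin fluorescence 544/590 nm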
Diaphorase act: diaphorase activation or chemical reduction counter-screen; Diaphorase/resazurin coupled assay, resorufin fluorescence, 16 min; hits give high values; 1 = vehicle wells, 0 = NADH-free wells; activation factor at 20 µM; 190,000 compounds, 0.005% hits;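 active = diaphorase activity raised at least twofold by the compound at 20 µM; inactive = activation factor below 2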
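Assay system: Purified diaphorase enzyme from Clostridium kluyveri | Amount: Enzyme 0.07 U/mL final | Dosing: Compound 20 µM once, DMSO 1% | Timing: 16 min reaction at room temperature | Detection: Fluorescence, excitation 544 nm and emission 590 nm | Evaluation: Higher resorufin formation from activation or reduction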
STAT1 blocker: inhibitors of IFN-gamma induced STAT1 signaling; NIH 3T3 STAT1-luciferase reporter, luminescence; inhibition, % at 5.5 µM; 200,000 compounds, 0.35% hits; AID 920;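 active = inhibition above a set limit, the mean inhibition across all tested compounds plus 3 SD, cut at about 34% in these data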;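 also: 0% = IFN-gamma with DMSO and 100% = IFN-gamma with 300 µM nifuroxazide; values of inactives mirror those of a sister screen read the other way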
* marks the source's active call; other numbers are inactive results; . = not tested or not shown.

Compound	APP transl inh	Diaphorase inh	Hsp70 activator	STAT3 activator	G6PDH CS	STAT3 inh	STAT1 blocker	Diaphorase act	TLR4-MyD88 BLA	STAT1 activator
Cc1cc(C)nc(SCC(=O)N/N=C/c2cccn2-c2ccc(O)cc2)n1	4	24	0.1	103	-2	0	-8	0.8	0	107
COc1ccc(NC(=S)N(CCc2ccc(OC)c(OC)c2)Cc2ccccn2)cc1	-25	14	0.0	90	11	15	0	0.9	-6	100
O=C(c1nn(Cc2ccccc2)c(=O)c2ccccc12)N1CCN(c2ccccn2)CC1	-2	25	-0.4	101	2	1	10	0.8	-3	91
CN1CCN(c2ccccc2NC(=O)c2ccc([N+](=O)[O-])cc2Cl)CC1	-7	-2	-0.2	105	17	-2	-9	1	-7	105
CC(Nc1nc(N2CCOCC2)nc2ccccc12)c1ccccc1 (configuration not stated)	32	2	-0.1	103	-6	4	3	1	6	97
O=P(O)(O)c1ccccc1OCc1ccccc1	16	3	-0.1	93	3	11	0	1	19	100
CC1Cc2ccccc2N1C(=O)CCN1C(=O)C2C3C=CC(C3)C2C1=O (configuration not stated)	-5	7	-0.2	101	18	4	0	0.9	4	100
COc1ccc(CCNC(=O)C2CCN(Cc3nc(-c4cccc(Cl)c4)oc3C)CC2)cc1OC	16	0	-0.4	99	-19	7	2	1	-23	98
O=S(=O)(NCC(c1cccnc1)N1CCN(c2ccc(F)cc2)CC1)c1cc(F)ccc1F (configuration not stated)	13	.	0.0	100	.	3	2	.	5	107
Cn1c(=O)n(CC(=O)N2CCOCC2)c2ccccc21	2	2	-0.2	103	7	-1	-3	1	0	102

Reprinted from the part before: four compounds, followed by the next part.
Compound	APP transl inh	Diaphorase inh	Hsp70 activator	STAT3 activator	G6PDH CS	STAT3 inh	STAT1 blocker	Diaphorase act	TLR4-MyD88 BLA	STAT1 activator
CC1Cc2ccccc2N1C(=O)CCN1C(=O)C2C3C=CC(C3)C2C1=O (configuration not stated)	-5	7	-0.2	101	18	4	0	0.9	4	100
COc1ccc(CCNC(=O)C2CCN(Cc3nc(-c4cccc(Cl)c4)oc3C)CC2)cc1OC	16	0	-0.4	99	-19	7	2	1	-23	98
O=S(=O)(NCC(c1cccnc1)N1CCN(c2ccc(F)cc2)CC1)c1cc(F)ccc1F (configuration not stated)	13	.	0.0	100	.	3	2	.	5	107
Cn1c(=O)n(CC(=O)N2CCOCC2)c2ccccc21	2	2	-0.2	103	7	-1	-3	1	0	102
Cc1ccc(C(=O)CSc2nc3ccccc3c(=O)n2-c2ccccc2)s1	9	4	0.4	92	-5	17	-2	1	-1	102
CCC(=O)N(Cc1ccco1)c1nc(-c2ccccc2)cs1	-26	8	1.7	101	6	4	0	0.9	15	100
O=C(c1ccc(-n2c(SCc3cccc(F)c3)nc3ccccc3c2=O)cc1)N1CCOCC1	7	28	-0.6	100	3	2	3	0.7	2	97
CCOc1cc(CNCCSc2nnnn2C)cc(Br)c1OCc1ccccc1F	-13	10	-0.1	93	0	13	20	0.9	-2	82
Cc1cc(C)cc(C(=O)N2CCN(c3ccccn3)CC2)c1	17	-15	-0.3	81	10	24	0	1.1	-11	98
COc1ccc(C2NC(C(=O)O)CS2)cc1COCC(F)(F)F (configuration not stated)	-5	.	-0.3	102	.	5	-7	.	6	107
C#CC(=O)N(c1ccc(OC)cc1OC)C(C(=O)NC1CCCC1)c1cccs1 (configuration not stated)	15	3	-0.4	29	-2	84*	88*	1	21	18
CCS(=O)(=O)N1CCC(C(=O)NCc2ccccc2OC)CC1	.	9	0.0	101	-4	5	5	0.9	-7	95
CCOC(=O)C1(Cc2cccc(F)c2)CCN(Cc2cn(CC)nc2C)CC1	-4	11	0.0	102	5	2	11	0.9	-2	89
O=C(CSc1nnc(-c2cccs2)o1)N1CCOCC1	2	3	-0.1	103	41	1	-7	1	-1	106
COC(=O)c1ccc(C(=O)OC)c(NC(=O)CN(C)Cc2cccc(Cl)c2Cl)c1	20	27	-0.4	103	2	-4	0	0.7	14	100
COc1cccc(NC(=O)Cn2c(=O)n(-c3ccccc3)c(=O)c3oc4ccccc4c32)c1	1	15	-0.3	96	8	3	7	0.8	-1	93
Cc1ccc(C)n1-c1ccc(C(=O)NCC2CCCO2)cc1 (configuration not stated)	4	14	-0.2	112	7	-11	-8	0.9	-4	107
C/C=C/c1ccc(Oc2nnnn2-c2ccc(C(N)=O)cc2)c(OC)c1	7	26	0.1	122	-12	-22	1	0.7	16	99
CCCc1ccc(OCc2ccc(C(=O)NCc3cccnc3)o2)c(OC)c1	-4	.	-0.3	106	16	-4	0	.	-2	99
CCOC(=O)/C=C1\SCC(=O)N1CC(=O)Nc1ccccc1OC(F)F	-16	6	-0.1	99	16	11	-3	0.9	-6	103
Cc1[nH]nc(N2CCCCCC2)c1[N+](=O)[O-]	7	5	0.0	108	4	-8	5	0.9	10	96
C=CCOc1ccc(Br)cc1/C=N/O	2	20	-0.1	99	1	6	3	0.8	8	97
O=C(NNC1CC(=O)N(c2ccccc2)C1=O)c1ccco1 (configuration not stated)	-1	-5	-0.1	100	7	6	-5	1	1	105
Cc1ccnc(NC(=O)c2ccc(Cl)c(NC(=O)CCc3ccccc3)c2)c1	-16	-5	-0.4	100	2	4	-5	1	8	102
CC(C)(C)C(=O)NC(NC(=S)Nc1ccc(S(N)(=O)=O)cc1)C(Cl)(Cl)Cl (configuration not stated)	-10	6	-0.3	107	-11	-14	-7	0.9	-2	106
NS(=O)(=O)c1ccc(CCN=Cc2ccccc2O)cc1	16	13	-0.2	97	4	1	-1	0.9	-15	101
Cc1ccc(Cl)cc1N1CCN(C(=S)NCCc2ccccc2)CC1	-14	14	-0.2	105	-1	-1	1	0.9	13	97
CCC1CCc2c(sc3ncnc(N4CCOCC4)c23)C1 (configuration not stated)	-2	-18	0.1	117	14	-15	-1	1.2	14	101
Cc1ccc(C(=O)C2Oc3ccccc3C3CC(c4ccc(C)cc4)=NN23)cc1 (configuration not stated)	-18	18	-0.2	100	8	5	13	0.8	6	89
CCc1nnc(NC(=O)c2ccc(OC)cc2)s1	-129	10	-0.3	54	2	57*	10	0.9	2	89
C/C(=N\Nc1nc(-c2ccccc2)cs1)c1cccs1	-116	-1	-0.1	121	10	-25	-51	1	-2	145*
Cc1cc(NC(=O)CSc2nnc(CNc3ccc(F)cc3)n2C2CCCCC2)no1	8	14	-0.3	111	5	-11	1	0.9	5	99
CCOC(=O)N1CCN(C(=O)CN(C2CCCCC2)S(=O)(=O)c2c(C)cc(C)cc2C)CC1	-29	12	-0.2	103	1	0	2	0.9	-9	99
COCCNC(=O)COC(=O)C1=Cc2ccccc2OC1	-25	9	-0.2	103	7	4	-6	0.9	2	104
Cc1cccc(C(=O)N/N=C/c2ccc[nH]2)c1	1	22	0.0	95	5	4	-13	0.8	-3	111
CCN1CCc2c(sc3c2c(NCc2ccco2)nc2nnnn23)C1	17	15	-0.3	104	-14	0	-8	0.9	3	106
Cc1ccc(Cl)cc1NC(=O)CCN1C(=O)C2C3CCC(C3)C2C1=O (configuration not stated)	-11	6	0.1	102	1	-1	-3	0.9	0	101
CC(=O)Nc1ccc(NC(=O)c2ccc(-n3c(C)ccc3C)cc2)cc1	15	12	-0.2	107	-17	-10	-4	0.9	1	104
CN1CCN(c2cnn(-c3ccccc3)c(=O)c2Br)CC1	-16	2	0.3	104	5	1	-15	1	6	110
Cc1ccc(C)c(-n2c(Cc3cccs3)n[nH]c2=S)c1	-13	13	-0.3	96	-12	1	4	0.9	-6	96
COC(=O)C1CCN(Cc2ccc(OCCCN3CCN(c4ccc([N+](=O)[O-])cc4)CC3)cc2)CC1	-5	-16	-0.4	94	13	12	4	1.2	-8	94
FC(F)(F)c1cccc(N2CCN(C(=S)NC3CCCCC3)CC2)c1	-3	17	-0.1	78	6	24	8	0.8	0	93
Cc1cc(N2C(=O)C(O)=C(C(=O)c3cccs3)C2c2cccc(O)c2)no1 (configuration not stated)	-2	15	-0.4	98	16	2	13	0.9	2	89
CCOc1ccc(-c2cc(N3C(=O)Nc4ccccc4N3O)on2)cc1	-13	6	0.0	90	-3	16	14	0.9	13	88
COc1ccc(Nc2cc(C(=O)N3CCc4ccccc4C3)c3ccccc3n2)c(OC)c1	22	26	-0.2	109	2	-7	11	0.7	10	88
CSc1nc(C)c(CCOCc2ccc(F)cc2)c(=O)[nH]1	-4	-11	-0.1	99	1	2	-4	1.1	-5	102
Cc1ccc(S(=O)(=O)N2CCC(C(=O)N3CCC[C@H]3C(=O)NC3CCS(=O)(=O)C3)CC2)cc1 (some centres not stated)	1	-6	0.0	103	2	-1	-8	1.1	-4	107
CC(C)(C)C(O)CN1CCCC1 (configuration not stated)	-2	0	-0.4	100	-2	3	2	1	20	97
CCOC(=O)C1CCCN(Cc2nc(N)nc(Nc3ccc(Cl)cc3)n2)C1 (configuration not stated)	-1	14	-0.4	87	-1	15	0	0.9	-1	100
COc1ccc2oc(=O)cc(C)c2c1	1	-3	-0.3	102	2	2	4	1	2	96
COc1ccc(N2CCN(Cc3nc4c(c(=O)[nH]c(=O)n4C)n3CC(C)=O)CC2)cc1	-8	-15	0.1	118	9	-16	-2	1.1	9	102
O=C(Cn1nnc(-c2cccs2)n1)OC1CCCCC1	13	21	0.5	110	-5	-7	-1	0.8	13	101
COc1cccc(-c2cc(C(=O)N3CCCCC3C)no2)c1 (configuration not stated)	-133	19	-0.1	122	7	-22	-59	0.8	-10	154*
Cc1ccc(C(=O)Oc2cc(C)[nH]c(=O)c2[N+](=O)[O-])cc1	12	32	-0.6	98	14	6	14	0.7	5	86
O=C(Nc1ccccc1C(=O)N1CCOCC1)c1ccco1	-4	21	0.0	96	5	7	2	0.8	-6	99
NNc1ccc(Cc2ccc(Cl)cc2Cl)nn1	1	-12	-0.1	101	7	2	-2	1.1	-8	102
COc1ccc(OC)c(NC(=O)CS(=O)(=O)Cc2nc(-c3ccccc3C)oc2C)c1	-3	28	0.0	103	-2	1	1	0.7	-4	100
